PglD inh – blocks C. jejuni PglD acetyltransferase activity; purified PglD enzyme, DTNB colorimetric CoA detection; inhibition, % at 12.5 µM; 0.098% of 360,000 active; AID 602405; in the data active means inhibition above about 16%, passing the limit was not always enough; inconclusive means no clear call, values can overlap the other calls; further: strong numbers were not always called active
miR122 inh – blocks miR-122 activity in Huh7 sensor cells; Huh7 miR-122 Renilla luciferase sensor, 48 h; neutral wells = 0, positive control = 100; AID 602342; 0.3% of 340,000 active; activation (reporter increase), % at 12.5 µM;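 active means mean replicate activation score at least 90 and every replicate individually at or above 90; inconclusive means only one of the two criteria met; inactive means neither criterion met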;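 further: higher luciferase means less miR-122 activity so hits act as miR-122 inhibitors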
E-sel inducer – induces E-selectin expression in human endothelial cells; activation, % at 7.58 µM; 0.37% of 260,000 active; AID 686992; HUVEC E-selectin immunofluorescence imaging; normalized: neutral wells 0, TNF-alpha wells 100;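 active means mean E-selectin-positive cell signal at least 10% of the positive control, reached in at least 60% of replicates, without over 20% cell loss; inconclusive means no rule given, readout overlaps actives, possibly toxicity-flagged; inactive means the rest, including those meeting only one limit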;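 further: in these data hits start at about 27%; measured in HUVEC primary endothelial cells; signal is the percent of cells scored E-selectin positive by PE staining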
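Assay system: HUVEC primary endothelial cells. Input: 3,000 HUVEC seeded per well. Doses: one compound dose added by pin transfer. Read-out basis: % PE-positive cells. Benchmarks: TNF-alpha high, DMSO low. Detection: immunofluorescence imaging. Buffer or medium: EGM-2, gelatin.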
PGC1a acetyl inh – PGC1a acetylation modulation, inhibitor mode. U2OS PGC1a acetylation, AlphaScreen anti-acetyl-lysine; with virally co-expressed GCN5 acetyltransferase. inhibition, % at 15.6 µM. 0.17% of 350,000 active;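 active means every replicate shows inhibition of at least 40%; inconclusive means mean inhibition at least 40% but some replicate below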;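 further: 0% = neutral control wells and 100% = positive control wells; some results beyond the cut were filed as inactive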
RAD54 inh – inhibitors of human RAD54 branch migration; 0.14% of 360,000 active; AID 602329; inhibition, % at 10.4 µM; RAD54 Holliday junction branch migration, FAM/BHQ fluorescence;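 active means mean normalized replicate activity at least 40 and at least half of replicates scoring 40 or more; inconclusive means only one of the two criteria met; inactive means mean below 40 and under half of replicates reaching 40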;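 further: 0% = median of neutral control wells and 100% = median of positive control wells; inhibitors cause a drop in the FAM fluorescence signal; in these data hits start at about 50%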
Target sequence (Q92698 whole entry, looked up): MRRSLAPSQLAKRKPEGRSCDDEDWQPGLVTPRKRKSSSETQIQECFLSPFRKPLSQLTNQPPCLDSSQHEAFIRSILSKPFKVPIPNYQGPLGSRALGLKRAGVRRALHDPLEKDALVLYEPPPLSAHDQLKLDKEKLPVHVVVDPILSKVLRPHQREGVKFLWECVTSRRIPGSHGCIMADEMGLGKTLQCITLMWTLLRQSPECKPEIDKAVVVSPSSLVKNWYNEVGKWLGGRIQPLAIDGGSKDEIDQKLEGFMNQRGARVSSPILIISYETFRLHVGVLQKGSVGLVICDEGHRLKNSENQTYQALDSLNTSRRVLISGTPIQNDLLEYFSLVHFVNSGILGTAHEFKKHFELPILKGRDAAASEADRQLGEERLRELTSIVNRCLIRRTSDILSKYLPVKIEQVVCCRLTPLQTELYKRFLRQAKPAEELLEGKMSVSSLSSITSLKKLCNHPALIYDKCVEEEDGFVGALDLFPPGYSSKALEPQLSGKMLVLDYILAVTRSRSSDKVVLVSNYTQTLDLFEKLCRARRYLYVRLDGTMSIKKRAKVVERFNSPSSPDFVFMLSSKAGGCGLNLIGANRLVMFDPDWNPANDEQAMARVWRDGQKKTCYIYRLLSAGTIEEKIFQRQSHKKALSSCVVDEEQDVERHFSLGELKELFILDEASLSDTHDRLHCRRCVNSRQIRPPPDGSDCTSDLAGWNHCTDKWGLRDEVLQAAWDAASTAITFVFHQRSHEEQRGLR
ERAP1 inh – inhibitors of human ERAP1 aminopeptidase; 0.15% of 340,000 active; recombinant ERAP1, Leu-AMC fluorescence, 60 min; inhibition, % at 10.7 µM; AID 652197;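 active means mean replicate inhibition of at least 30%, or all replicates individually reaching that 30% level; inactive means mean below 30% and not every replicate reaching it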;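 further: 0% = neutral control wells and 100% = L-leucinethiol positive control wells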
Cneo AK release – Cryptococcus neoformans lysis via adenylate kinase release; C. neoformans lysis, adenylate kinase release luminescence, 4 h; normalised: neutral wells 0, clomiphene wells 100; 0.2% of 360,000 active; lysis activity, % at 15 µM;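 active means mean lysis activity across replicates of at least 80%, whatever share of replicates individually reach that level; inactive means mean lysis activity below 80%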
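Material – log-phase Cryptococcus neoformans yeast cells · Input – 5 × 10^6 yeast cells/mL · Medium – fresh YPD growth medium · Doses – single compound concentration per well · Timing – static 4 h at 37 °C with compound, 1 h detection · Detection – adenylate kinase release luminescence · Read-out – signal increase indicating cell lysis · Control set – Clomiphene as positive lysis control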
RAD52 inh – RAD52 (human) annealing inhibition. P43351. recombinant RAD52 DNA annealing, FRET fluorescence. inhibition, % at 18.7 µM. 0.46% of 360,000 active;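 active means every replicate showing at least 50% inhibition; inconclusive means mean inhibition at least 50% but not in every replicate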
Starred values were filed as active, the others as inactive; ? = inconclusive; / = no result given; [ ] = remark or other dose.

SMILES | PglD inh | miR122 inh | E-sel inducer | PGC1a acetyl inh | RAD54 inh | ERAP1 inh | Cneo AK release | RAD52 inh
Cc1nn(-c2ccc(F)cc2)c(C)c1/C=C/C(=O)N1CCNC(=O)C1 | -2 | 2 | / | / | 6 | -5 | 1 | 0
CCOc1ccc(CCN2C(=S)N([C@@H](CC(C)C)CN3CCCC3CN3C(=S)NC[C@@H]3Cc3ccc(O)cc3)C[C@@H]2Cc2ccccc2)cc1 (some centres not stated) | 3 | 11 | -0.1 | -10 | -6 | / | 0 | -32
O=C(COC(=O)C1=COCCO1)Nc1cc(Cl)c(Cl)cc1Cl | 1 | / | 0.7 | / | 1 | 4 | 0 | -5
CCOC(=O)c1ccc(COC(=O)CCc2nc3ccccc3[nH]c2=O)o1 | -1 | -14 | / | 12 | -15 | / | 0 | /
CCCN1CN=C(NS(=O)(=O)c2ccc(C)cc2)NC1 | 0 | -5 | 0.1 | 23 | 9 | -4 | 1 | -2
COc1ccccc1NC(=O)N1C[C@@H]2[C@H](c3ccccc31)[C@@H](CO)N2C(C)=O | 2 | 0[16.7 µM] | 0.0 | -7 | -10 | 0 | 42 | -8
O=C(COC(=O)c1ccc(O)cc1)Nc1ccc(S(=O)(=O)N2CCCC2)cc1 | 0 | 1 | -0.6 | -5 | 4 | -2 | -1 | -9
Nc1nc(Nc2ccccc2F)nc(NC2CCCCC2)c1[N+](=O)[O-] | 4 | 2 | / | -14 | 1 | 0 | 1 | -6
CC1CC(=O)Nc2ccccc2N1C(=O)COc1ccccc1C(N)=O (configuration not stated) | -8 | -1 | 0.0 | 7 | -6 | -1 | 0 | -69
COc1ccc(C(=O)N2C[C@@H]3[C@H](c4ccccc42)[C@H](CO)N3Cc2ccccc2Cl)cc1 | 0 | 194*[16.7 µM] | 0.1 | -7 | -6 | -1 | 55 | -17
O=C(N/N=C/c1ccco1)C12CC3CC(CC(C3)C1)C2 | / | -5 | / | -7 | / | 1 | / | -1
O=C(NCc1ccc(F)cc1)[C@H]1[C@H](CO)[C@H]2Cn3c(cccc3=O)[C@H]2N1C(=O)C1CC1 | 2 | 3[16.7 µM] | 0.1 | / | -2 | 2 | -1 | -6
O=C(OCC(=O)N1CCOCC1)c1cncc(Br)c1 | 0 | -2 | -0.1 | / | -4 | 0 | 0 | -11
CC(=O)c1cccc(NC(=O)C2CCCN2S(=O)(=O)c2cccc3nsnc23)c1 (configuration not stated) | 1 | -4 | -0.1 | 3 | -3 | 3 | -2 | -4
COCCn1nnnc1CN(Cc1ccco1)Cc1cc2cc3c(cc2[nH]c1=O)OCO3 | -2 | -6 | / | -6 | 2 | / | -7 | /
Nc1c(C(=O)NC2CC2)c2nc3ccccc3nc2n1-c1ccc2c(c1)OCO2 | 1 | -2 | / | 7 | -4 | / | -1 | /
Cc1ccc2oc(NC3=NC4(CCCC4)C4=C(CCCC4=O)N3)nc2c1 | -7 | 1 | -1.6 | 0 | -4 | 0 | 2 | -14
Cc1ccc(NC(=O)c2cc(N3CCOCC3)nc3ccccc23)cc1 | -1 | / | / | -1 | 1 | / | 0 | /
O=C(Nc1ccc(S(=O)(=O)Nc2nccs2)cc1)c1cc(-c2ccncc2)nc2ccccc12 | / | / | -0.2 | 5 | / | 8 | / | -42
O=C(NCCSc1ccccn1)c1ccc(Cl)cc1Cl | -3 | 1 | 4.0 | 0 | -6 | 1 | 0 | -18
C[C@@H]1CN([C@H](C)CO)C(=O)c2cc(NC(=O)C3CCCCC3)ccc2O[C@@H](C)CCCCO[C@H]1CN(C)Cc1ccc(C(F)(F)F)cc1 | -3 | -1[16.7 µM] | -0.1 | 11 | -3 | / | 5 | /
Fc1cc(Br)ccc1COc1ccc(-c2nnco2)cc1 | -8 | / | -0.6 | / | 2 | 5 | 0 | -1
COc1ccc(OCCN2CCC(C(=O)NC(c3ccc(OC)cc3)c3ccccn3)CC2)cc1 (configuration not stated) | 1 | -5 | 0.1 | / | 5 | -4 | 0 | -20
C[C@H](CO)N1C[C@H](C)[C@@H](CN(C)Cc2ccc(C(F)(F)F)cc2)Oc2ccc(NC(=O)Cc3ccccc3)cc2C1=O | -2 | -2[16.7 µM] | -2.6 | 11 | 2 | 9 | -2 | 9
Clc1cccc(Cl)c1CN1CCN(c2ncccn2)CC1 | 9 | 6 | 0.0 | -6 | -11 | -2 | -3 | -6

New compounds follow:
SMILES | PglD inh | miR122 inh | E-sel inducer | PGC1a acetyl inh | RAD54 inh | ERAP1 inh | Cneo AK release | RAD52 inh
C[C@H](CO)N1C[C@H](C)[C@@H](CN(C)S(=O)(=O)c2cccs2)Oc2ccc(NC(=O)c3ccncc3)cc2CC1=O | 10 | 1[16.7 µM] | / | 3 | 5 | 0 | -5 | -1
C[C@H]1CN([C@@H](C)CO)C(=O)c2cc(NC(=O)Cc3cn(C)c4ccccc34)ccc2O[C@H]1CN(C)C(=O)Nc1cccc2ccccc12 | -2 | -6[16.7 µM] | / | 2 | -4 | 4 | 0 | -15
CC1CCCCN1C(=S)NC(=O)c1ccccc1 (configuration not stated) | 1 | / | / | / | -14 | -3 | 1 | -9
COCC(=O)Nc1ccc(F)cc1 | / | 4 | / | -5 | / | -2 | / | -8
O=C(CSc1nccn(-c2ccc(F)c(F)c2)c1=O)NC1CCCC1 | / | -3 | -2.1 | 1 | / | 1 | / | -15
COc1ccc(C(=O)Nc2ccc(-c3cn4ccsc4n3)cc2)cc1S(=O)(=O)N1CCOCC1 | 3 | 5 | / | -4 | 21 | / | 8 | /
COC(=O)C1=C(C)N(C)C(=O)NC1c1c(O)ccc2ccccc12 (configuration not stated) | 0 | -8 | / | 14 | -2 | 0 | 4 | -4
O=C(C[C@@H]1CC[C@H](NC(=O)Nc2cc(F)ccc2F)[C@H](CO)O1)NCc1ccc2c(c1)OCO2 | 3 | 7[16.7 µM] | 0.8 | -3 | 10 | 0 | 1 | 13
CCS(=O)(=O)N1CCN(c2ccc([N+](=O)[O-])c(NC(C)c3ccccc3)c2)CC1 (configuration not stated) | 5 | 0 | / | 1 | -2 | / | -4 | /
COC(=O)c1c(NC(=O)COc2ncnc3ccccc23)sc(C)c1C | 9 | 0 | / | -3 | -1 | -3 | 3 | -13
CCCc1ccc(OCc2ccc(C(=O)O)o2)c(OC)c1 | 8 | -4 | / | 45 | -12 | / | 2 | /
CCCCN(CC)CCNC(=O)c1cc2c(=O)[nH]c3ccc(C)cc3c2s1 | 3 | / | -0.1 | -22 | ? | -2 | -1 | 22
CSc1nc2ccc(Nc3nc(N4CCOCC4)nc(N4CCOCC4)n3)cc2s1 | 3 | -11 | / | -8 | -1 | / | -5 | /
CC1=CC(c2ccc(Cl)cc2)n2ncnc2N1 (configuration not stated) | 3 | -1 | -0.2 | 7 | 4 | / | -1 | /
CN1CCN(C(=O)c2cc([N+](=O)[O-])cc([N+](=O)[O-])c2)CC1 | 3 | -1 | / | / | 3 | 1 | -2 | -4
COCC(=O)N1C[C@H](C)[C@H](OC)CN(C)C(=O)c2ccc(NC(=O)c3ccccc3)cc2OC[C@H]1C | 2 | -5[16.7 µM] | 0.0 | 1 | -2 | 2 | 0 | 10
COc1cc2c(cc1O)C(Cc1ccc(O)cc1)NCC2 (configuration not stated) | 0 | -4 | 0.0 | / | 3 | -2 | -2 | -13
O=C(c1ccccc1)n1c(=O)cc[nH]c1=O | 3 | -1 | -0.2 | -15 | 0 | -3 | -3 | -8
CCCNC(=O)CSc1n[nH]c(=O)n1CCc1ccccc1 | -2 | 0 | / | -18 | -4 | 2 | 0 | -8
NC(=O)C1CCN(C(=O)C2CCN(S(=O)(=O)c3ccccc3)CC2)CC1 | 1 | -1 | 2.8 | 1 | 18 | 6 | 3 | 1
COc1ccc(/C=C/C(=O)Nc2ccccc2C(F)(F)F)cc1OC | 0 | 12 | 0.0 | / | 0 | 0 | 7 | -10
O=C(COc1ccc(Cl)cc1Cl)NC(=S)Nc1ccc(CN2CCOCC2)cc1 | 2 | 0 | -0.1 | 9 | 0 | -1 | 13 | -38
COc1ccc2c(c1OC)C(=O)N(c1ccc(OCc3ccccc3)cc1)C2=O | -2 | -7 | / | -2 | 5 | -1 | 0 | -1
CC(=O)c1ccc(NC(=O)c2cnn3c(C(F)F)cc(C4CC4)nc23)cc1 | -4 | -5 | / | -5 | -6 | / | 6 | /
COC(=O)C1=C(C)N(C)C(C)=C(C(=O)OC)C1c1ccccc1C | 2 | 0 | / | 0 | -5 | / | 4 | /

Additional compounds.
SMILES | PglD inh | miR122 inh | E-sel inducer | PGC1a acetyl inh | RAD54 inh | ERAP1 inh | Cneo AK release | RAD52 inh
CCOCCn1c(CN2CCN(C)CC2)nc2c1c(=O)n(C)c(=O)n2C | 1 | -4 | / | 8 | 5 | 6 | 0 | -7
O=C(Nc1ccc(F)cc1)N1CCCCN2[C@H](CO)[C@@H](c3ccc(C4=CCCCC4)cc3)[C@H]2C1 | -1 | -4[16.7 µM] | -0.4 | 3 | 5 | -5 | 3 | -3
COc1ccc(C(CNC(=O)COc2ccccc2C)N2CCOCC2)cc1 (configuration not stated) | 1 | / | 0.0 | / | -5 | 0 | 4 | -7
CCCCCCSc1nsc(NC(C)=O)n1 | 5 | / | / | / | -2 | 3 | 3 | -11
Cc1ccc(S(=O)(=O)N(C)C[C@H]2Oc3ncc(-c4ccccc4)cc3C(=O)N([C@H](C)CO)C[C@H]2C)cc1 | 3 | -11[16.7 µM] | 0.1 | -21 | -14 | 0 | -2 | 12
c1ccc(CCNCCOc2ccccc2)cc1 | -1 | -4 | / | / | -8 | -3 | 1 | 2
COc1ccc(NC(=O)N(C)C[C@@H]2Oc3ccc(NS(=O)(=O)c4ccc(OC)cc4)cc3CC(=O)N([C@@H](C)CO)C[C@H]2C)cc1 | -1 | 2[16.7 µM] | -0.3 | -3 | 0 | 1 | -4 | -4
CCC1=CC(c2ccccc2)n2ncnc2N1 (configuration not stated) | -1 | 0 | -0.1 | -1 | 7 | / | 1 | /
CC(C)CNC(=O)COC(=O)/C=C/c1ccccc1[N+](=O)[O-] | -4 | -1 | / | -15 | 1 | / | 1 | /
O=C(NCc1cccc(C(F)(F)F)c1)c1[nH]c(C(F)(F)F)nc1-c1ccccc1 | -1 | -2 | / | 8 | 2 | / | 1 | /
O=C(CC1(O)C(=O)N(C/C=C/c2ccccc2)c2ccccc21)c1ccccn1 (configuration not stated) | -2 | 7 | / | 7 | 6 | / | -8 | /
CC1(C(=O)Nc2ccc3c(c2)OCO3)CCN1C(=O)CC1CC1 (configuration not stated) | 4 | -4 | -0.1 | 4 | -7 | 2 | 4 | -2
Cc1ccc(CNC(=O)c2ccc(N3CCC4(CC3)CC(c3ccccc3)=NO4)c([N+](=O)[O-])c2)cc1 | -6 | -5 | 0.5 | -23 | 3 | 5 | 0 | -20
COC(=O)CN(c1ccc2c(c1)OCCO2)S(=O)(=O)c1ccccc1 | 1 | 3 | / | 1 | -7 | / | 2 | /
COc1ccccc1NC(=O)NCCc1c[nH]c2ccccc12 | / | 11 | 8.1 | -1 | / | -3 | / | -11

3 entries already listed, arranged by their value in PGC1a acetyl inh, ascending:
molecule	PglD inh	miR122 inh	PGC1a acetyl inh	ERAP1 inh	RAD52 inh
COc1ccccc1NC(=O)NCCc1c[nH]c2ccccc12	/	11	-1	-3	-11
O=C(CC1(O)C(=O)N(C/C=C/c2ccccc2)c2ccccc21)c1ccccn1 (configuration not stated)	-2	7	7	/	/
CCOCCn1c(CN2CCN(C)CC2)nc2c1c(=O)n(C)c(=O)n2C	1	-4	8	6	-7

Screening data from PubChem BioAssay.
